beta cell repl: MIN6 beta-cell proliferation induction; AID 2380; hit rate 0.29% among 330,000; proliferation, % at 10 µM; MIN6 cells proliferation, ATPlite luminescence, 48 h; cells starved in 0.2% serum; 100% = growth in 10% serum;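 active means compounds whose signal lies at least 3.5 SD above the mean of all wells on their plate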;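 further: 0% = DMSO-treated cells in low-serum medium and 100% = 10% serum control; some compounds called inactive have numbers as strong as hits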
hIAP block: blocks human intestinal alkaline phosphatase; P09923; purified IAP, CDP-Star luminescence, 30 min; inhibition, % at 10 µM; hit rate 0.12% among 330,000; AID 2544;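 active means inhibition reaching a set limit with compound at 10 µM in the primary screen, cut at about 35% in these data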;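 further: plate controls were DMSO wells with enzyme for no effect and no-enzyme buffer wells for full effect; values of inactives mirror those of a sister screen read the other way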
Target sequence (P09923 whole entry, looked up): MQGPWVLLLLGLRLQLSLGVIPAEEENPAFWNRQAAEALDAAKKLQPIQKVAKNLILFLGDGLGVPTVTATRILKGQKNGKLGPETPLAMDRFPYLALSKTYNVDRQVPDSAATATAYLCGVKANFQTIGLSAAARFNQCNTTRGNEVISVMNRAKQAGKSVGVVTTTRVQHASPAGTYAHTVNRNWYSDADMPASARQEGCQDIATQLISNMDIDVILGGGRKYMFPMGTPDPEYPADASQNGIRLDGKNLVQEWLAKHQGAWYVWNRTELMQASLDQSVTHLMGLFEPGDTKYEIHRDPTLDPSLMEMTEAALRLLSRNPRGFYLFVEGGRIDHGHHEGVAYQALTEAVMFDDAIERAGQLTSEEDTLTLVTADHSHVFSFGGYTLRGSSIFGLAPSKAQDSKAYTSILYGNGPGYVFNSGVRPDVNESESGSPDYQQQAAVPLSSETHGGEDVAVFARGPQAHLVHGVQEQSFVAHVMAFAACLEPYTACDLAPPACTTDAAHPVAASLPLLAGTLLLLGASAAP
APOBEC3A inh: human APOBEC3A DNA deaminase inhibition; inhibition, % at 20 µM; AID 493011; hit rate 0.41% among 330,000; recombinant A3A, FAM/TAMRA ssDNA deamination fluorescence;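 active means at least 40% inhibition at 20 µM here, with at most 30% in a related deaminase screen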;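 further: plate controls were A3A with DMSO for no effect and wells lacking A3A enzyme for full effect; some results filed as inactive read as strong as hits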
hIAP act: human IAP activation. activation factor at 10 µM. purified human IAP, CDP-Star luminescence, 30 min; hits give high values; 1 = vehicle-only enzyme, 0 = enzyme-free background. AID 2524. hit rate 0.16% among 330,000. P09923;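 active means activation factor of the enzyme at least 2-fold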; further: the source names both 10 and 20 µM as test concentration; values of inactives mirror those of a sister screen read the other way
MPTP block: permeability transition pore inhibition; isolated mouse mitochondria, Ca2+ swelling absorbance, 30 min; inhibition, % at 10 µM; hit rate 1.4% among 360,000; AID 602449;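 active means inhibition of 50% or more, scaled per plate between neutral and stimulator controls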;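 further: 0% = DMSO wells given calcium and 100% = 1 mM EGTA wells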
mIAP block: blocks mouse intestinal alkaline phosphatase; purified mouse IAP, CDP-Star luminescence, 30 min; inhibition, % at 10 µM; hit rate 0.2% among 330,000; AID 2806;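 active means inhibition of at least 40% at 10 µM in the primary screen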;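 further: plate controls were DMSO with enzyme for no effect and no enzyme wells for full effect; values of inactives mirror those of a sister screen read the other way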
mIAP activ: increases mouse intestinal alkaline phosphatase activity | muIAP, CDP-Star luminescence, 30 min; hits give high values; 1 = vehicle-only enzyme signal, 0 = enzyme-free wells | activation factor at 10 µM | hit rate 0.24% among 330,000 | AID 2805;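 active means activation factor of at least 2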; further: the source names both 10 and 20 µM as test concentration; values of inactives mirror those of a sister screen read the other way
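Assay system: mouse IAP enzyme; Reagent: CDP-Star chemiluminescent phosphatase substrate; Compound: DMSO-dissolved test compounds; Incubation: 30 min, room temperature; Technique: luminescence from enzymatic CDP-Star hydrolysis; Controls: DMSO-only wells and no-enzyme negative control.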
APOBEC3G inh: blocks human APOBEC3G single-stranded DNA deamination | recombinant A3G, ssDNA deamination FAM/TAMRA fluorescence | inhibition, % at 20 µM | hit rate 0.28% among 330,000 | AID 493012;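 active means inhibition of at least 40% at 20 µM, with no more than 30% in the related APOBEC3A deaminase screen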;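 further: plate controls were DMSO wells with A3G for no effect and wells lacking A3G enzyme for full effect; some compounds called inactive have numbers as strong as hits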
ATG4B inhibitor: inhibitors of human ATG4B cysteine protease | hit rate 0.51% among 340,000 | ATG4B cleavage of LC3-PLA2, NBD-HPC fluorescence, 1 h | Q9Y4P1 | inhibition, % at 8.33 µM; in the data active means inhibition above about 40%
Target sequence (Q9Y4P1 whole entry, looked up): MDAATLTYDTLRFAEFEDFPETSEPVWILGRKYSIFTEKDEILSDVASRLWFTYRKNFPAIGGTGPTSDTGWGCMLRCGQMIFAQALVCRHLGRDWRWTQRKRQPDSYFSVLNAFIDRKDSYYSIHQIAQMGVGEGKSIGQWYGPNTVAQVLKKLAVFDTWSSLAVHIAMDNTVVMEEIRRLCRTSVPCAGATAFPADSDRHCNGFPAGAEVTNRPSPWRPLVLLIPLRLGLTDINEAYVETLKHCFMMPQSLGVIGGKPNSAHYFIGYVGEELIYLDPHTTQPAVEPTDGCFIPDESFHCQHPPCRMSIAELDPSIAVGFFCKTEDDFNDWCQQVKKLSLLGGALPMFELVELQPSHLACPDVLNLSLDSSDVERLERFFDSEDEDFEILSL
An asterisk follows results filed as active; x = not tested or not shown.

Preview (two entries):
SMILES | beta cell repl | hIAP block | APOBEC3A inh | hIAP act | MPTP block | mIAP block | mIAP activ | APOBEC3G inh | ATG4B inhibitor
CCN(CC)CCN1C(=O)C(=O)/C(=C(/O)c2ccc(OC(C)C)cc2)C1c1cccs1 (stereo not drawn) | 1 | -14 | -1 | 1.1 | 1.0 | -10 | 1.1 | -4 | -2
CCCNC(=O)c1onc(CSc2ccc(Cl)cc2)c1C(=O)NCCC(C)C | -9 | 1 | 1 | 0.99 | 1.7 | 6 | 0.94 | -9 | 2

All compounds of this part, previewed entries included:
SMILES | beta cell repl | hIAP block | APOBEC3A inh | hIAP act | MPTP block | mIAP block | mIAP activ | APOBEC3G inh | ATG4B inhibitor
CCN(CC)CCN1C(=O)C(=O)/C(=C(/O)c2ccc(OC(C)C)cc2)C1c1cccs1 (stereo not drawn) | 1 | -14 | -1 | 1.1 | 1.0 | -10 | 1.1 | -4 | -2
CCCNC(=O)c1onc(CSc2ccc(Cl)cc2)c1C(=O)NCCC(C)C | -9 | 1 | 1 | 0.99 | 1.7 | 6 | 0.94 | -9 | 2
CCOC(=O)c1ccc(NC(=O)CC2SCCNC2=O)cc1 (stereo not drawn) | -4 | -8 | -3 | 1.1 | -1.0 | -8 | 1.1 | -8 | -9
Cc1ccccc1NC(=O)CSCC(=O)Nc1ccccc1C | 1 | -5 | -2 | 1.1 | 0.6 | 1 | 0.99 | -5 | -1
COc1ccc(-c2csc(NC(C)c3nc4cc(Cl)c(N5CCCCC5)cc4n3CCCO)n2)cc1 (stereo not drawn) | -8 | -22 | -7 | 1.2 | 0.4 | 3 | 0.97 | -10 | -6
Cc1cccc(-c2ncc(CN3CCCC(CO)(Cc4cccc(Cl)c4)C3)cn2)c1 (stereo not drawn) | -6 | -1 | -5 | 1 | 4.7 | 5 | 0.95 | -7 | 1
O=c1[nH][nH]c(=O)n1-c1ccccc1 | 2 | 4 | 2 | 0.96 | 0.7 | 1 | 0.99 | -5 | 0
O=C(COC(=O)c1ccc(S(=O)(=O)Nc2ccccc2)cc1)NCC1CCCO1 (stereo not drawn) | -3 | 3 | -10 | 0.97 | 2.4 | -4 | 1 | -6 | -7
Cc1cccc(N2C(=O)CCC2=O)n1 | 0 | -12 | 1 | 1.1 | -0.6 | -3 | 1 | 5 | -6
Cc1cc(NC(=O)COc2ccccc2C#N)no1 | 2 | -6 | -5 | 1.1 | -0.9 | -1 | 1 | -7 | 4
CC(C)=CCSc1nnc(CCNC(=O)OC(C)(C)C)o1 | -2 | 19 | -3 | 0.81 | 0.0 | 6 | 0.94 | -9 | -3
CC(=O)Nc1ccc(OCC(O)Cn2ccnc2)cc1 (stereo not drawn) | -3 | -9 | -1 | 1.1 | -0.7 | 4 | 0.96 | -7 | -5
CCn1c(=N)c(C(=O)NCCCOC)cc2c(=O)n3cccc(C)c3nc21 | 1 | 6 | 4 | 0.94 | -2.1 | 0 | 1 | 2 | -9
Cc1ccc2c(CN3CCCc4ccccc43)cc(=O)oc2c1C | 1 | -7 | 1 | 1.1 | 1.1 | 6 | 0.94 | 0 | -3
CC(=O)C1=C(O)C(=O)N(c2cccc(Br)c2)C1c1ccc(Br)cc1 (stereo not drawn) | 0 | -9 | -9 | 1.1 | 1.2 | -5 | 1 | -7 | 7
CN(c1cccc(Cl)c1)S(=O)(=O)c1cccc(C(=O)NN2CCOCC2)c1 | -1 | -12 | -2 | 1.1 | -0.2 | 4 | 0.96 | -1 | -6
O=C(NCc1ccncc1)C(=O)NCC1OCCCN1S(=O)(=O)c1ccc(F)cc1 (stereo not drawn) | -1 | 23 | -4 | 0.77 | -0.8 | 0 | 1 | -5 | 0
CC(C)c1ccc(NC(=S)NNC(=O)C2CC2)cc1 | -1 | -60 | 1 | 1.6 | -1.4 | 3 | 0.97 | -3 | -5
CCOC(=O)c1c(NC(C)=O)sc2c(O)c(Br)ccc12 | -3 | 0 | -7 | 1 | 8.2 | 0 | 1 | 1 | 1
CCCCn1c(=O)c(CCC(=O)OCC(=O)Nc2ccc(F)c(Cl)c2)nc2ccccc21 | 0 | -22 | -4 | 1.2 | -1.2 | 7 | 0.93 | -6 | -2
Clc1ccc(C2[C@H]3CN(Cc4cccnc4)[C@H](c4ccccc4)C34CC2(c2ccccc2)C4)cn1 (stereo partly drawn) | -8 | 3 | -4 | 0.97 | x | -15 | 1.1 | -9 | 0
Cc1ccc(Cl)cc1NC(=O)c1cnn2c1NC(c1ccco1)CC2C(F)(F)F (stereo not drawn) | -1 | 14 | 1 | 0.86 | -0.1 | 4 | 0.95 | -6 | -9
O=C(/C=C\c1ccco1)Oc1cccc2cccnc12 | -3 | -29 | 9 | 1.3 | -0.8 | 15 | 0.85 | -1 | 0
CCc1ccccc1NC1c2ccccc2C(=O)N1c1cc(C)ccn1 (stereo not drawn) | 1 | -3 | -1 | 1 | -0.2 | -7 | 1.1 | -4 | -8
COc1ccc(C(=O)NCc2nnc(SCC(=O)Nc3cc(Cl)ccc3OC)o2)cc1 | -2 | -21 | -6 | 1.2 | -0.7 | 14 | 0.85 | -3 | -3

Additional records
SMILES | beta cell repl | hIAP block | APOBEC3A inh | hIAP act | MPTP block | mIAP block | mIAP activ | APOBEC3G inh | ATG4B inhibitor
Cc1c(NC(=O)c2ccccc2)cccc1[N+](=O)[O-] | 1 | -7 | 0 | 1.1 | -1.3 | 9 | 0.91 | 1 | -4
COc1cc(/C=C/c2nc3ccccc3c(=O)[nH]2)cc(Br)c1O | -2 | -18 | -37 | 1.2 | 0.9 | -1 | 1 | -64 | -6
CN(C)c1ccc(NC(=O)/C=C/c2c(Cl)cccc2Cl)cc1 | -2 | 21 | -1 | 0.79 | 23 | 8 | 0.92 | -6 | 16
CN1C(=O)CSc2ccc(NC(=O)N3CCc4ccccc43)cc21 | -2 | -5 | -8 | 1 | 0.8 | -15 | 1.1 | -2 | -13
COc1cccc2sc(Nc3nnc(-c4ccccc4Cl)o3)nc12 | -6 | -45 | -3 | 1.4 | 0.4 | 20 | 0.8 | -8 | 0
COc1ccc(C2CC(=O)C(C3NCCc4ccccc43)=C(O)C2n2cncn2)cc1 (stereo not drawn) | -2 | 3 | -4 | 0.97 | 0.5 | 4 | 0.95 | -7 | 2
O=C(CN1C(=O)NC2(CCCCC2)C1=O)Nc1ccc(F)cc1 | -1 | 6 | 3 | 0.94 | -3.6 | 2 | 0.98 | 3 | -2
COCCSc1ccccc1C(=O)NCc1ccc(S(N)(=O)=O)cc1 | -3 | 12 | -3 | 0.88 | -1.9 | 1 | 0.99 | -6 | 2
CCCc1cc(=O)[nH]c(SCC(=O)Nc2nonc2N)n1 | -2 | -18 | -2 | 1.2 | 1.8 | -11 | 1.1 | -5 | -5
O=c1c([N+](=O)[O-])c(O)c2ccccc2n1Cc1ccccc1 | -2 | 11 | 2 | 0.89 | 0.8 | 8 | 0.92 | -10 | -6
O=C(O)CCS(=O)(=O)Cc1ccccc1F | 1 | -5 | 1 | 1.1 | -0.9 | -2 | 1 | 0 | 20
COc1cc(OC)cc(C(=O)N(CN2CCCC2=O)c2ccccc2OC)c1 | -2 | 6 | -1 | 0.94 | -2.2 | 12 | 0.88 | -1 | -6
O=C(/C=C/c1ccccc1)NC1CC2CCC1C2 (stereo not drawn) | -3 | -7 | 4 | 1.1 | -0.7 | 5 | 0.95 | -4 | -1
FC(F)(F)c1cccc(Sc2nc(-c3ccccc3)nnc2C(F)(F)F)c1 | -4 | -11 | 0 | 1.1 | 22 | 15 | 0.85 | -6 | -5
COc1ccc(S(=O)(=O)Nc2ccc3c(c2)C(=O)N([C@H](C)CO)C[C@H](C)[C@@H](CN(C)S(C)(=O)=O)O3)cc1 | 1 | -1 | -2 | 1 | -0.2 | -8 | 1.1 | -8 | -3
Cc1noc(/C=C/c2ccccc2F)c1S(=O)(=O)N1CCC(C(=O)N2CCN(C)CC2)CC1 | -7 | -12 | -5 | 1.1 | -0.1 | 9 | 0.91 | -2 | 11
FC(F)(F)c1ccccc1NC1=NCCC1 | -5 | -4 | 2 | 1 | -0.9 | 2 | 0.98 | -6 | -3
COC(=O)CSc1nnc(-c2ccc(S(=O)(=O)N3CCCC3)cc2)o1 | 0 | -13 | 2 | 1.1 | -2.9 | 1 | 0.99 | 2 | 0
CC(O)[C@H](NC(=O)C1CCN(C(=O)[C@H](Cc2ccccc2)NC(=O)OC(C)(C)C)CC1)C(=O)O (stereo partly drawn) | -2 | -12 | -1 | 1.1 | 1.1 | 0 | 1 | -8 | 1
Cc1cc(C(=O)CSc2nnc(N)s2)c(C)n1Cc1ccco1 | -5 | 2 | 1 | 0.98 | -4.5 | 2 | 0.97 | -5 | -14
CC(NC(=O)CN1C(=O)NC(Cc2ccccc2)(Cc2ccccc2)C1=O)C12CC3CC(CC(C3)C1)C2 (stereo not drawn) | -4 | 23 | 1 | 0.77 | -0.6 | -49 | 1.5 | 1 | -18
O=C(Nc1nnc(SCc2ccc(F)cc2)s1)c1cnccn1 | -4 | 0 | -1 | 1 | 0.3 | 6 | 0.94 | -10 | 7
COc1cccc(C=Nc2cc(C)on2)c1O | -1 | -5 | 2 | 1.1 | -2.5 | 6 | 0.94 | 0 | -1
Cc1nc(NC(=O)C2CC2)sc1C(=O)N(C)C | 0 | -29 | -2 | 1.3 | 3.8 | -4 | 1 | -7 | -2
O=C(NCCCN1CCN(c2ccc(F)cc2)CC1)c1cccc(N2CCCC2=O)c1 | 1 | -1 | 0 | 1 | -0.3 | 3 | 0.97 | -2 | 8
C=C1c2ccccc2O[C@H](C(=O)OCC)[C@H]1OC | x | x | 5 | x | 0.4 | 13 | 0.87 | 3 | x
CC1(NC(=O)Nc2ccccc2)CCS(=O)(=O)C1 (stereo not drawn) | -1 | 7 | -1 | 0.93 | 0.5 | 0 | 1 | -8 | -9
Cc1ccc(N2CC(C(=O)OCC(=O)c3ccc(C)c([N+](=O)[O-])c3)CC2=O)cc1 (stereo not drawn) | 2 | 16 | -3 | 0.84 | 0.4 | 10 | 0.9 | -11 | -3

5 of the compounds above, with values under each structure.
Results follow in this order: beta cell repl | hIAP block | APOBEC3A inh | hIAP act | MPTP block | mIAP block | mIAP activ | APOBEC3G inh | ATG4B inhibitor
CCCc1cc(=O)[nH]c(SCC(=O)Nc2nonc2N)n1
→ -2 | -18 | -2 | 1.2 | 1.8 | -11 | 1.1 | -5 | -5
Cc1ccccc1NC(=O)CSCC(=O)Nc1ccccc1C
→ 1 | -5 | -2 | 1.1 | 0.6 | 1 | 0.99 | -5 | -1
Cc1ccc2c(CN3CCCc4ccccc43)cc(=O)oc2c1C
→ 1 | -7 | 1 | 1.1 | 1.1 | 6 | 0.94 | 0 | -3
CC(NC(=O)CN1C(=O)NC(Cc2ccccc2)(Cc2ccccc2)C1=O)C12CC3CC(CC(C3)C1)C2 (stereo not drawn)
→ -4 | 23 | 1 | 0.77 | -0.6 | -49 | 1.5 | 1 | -18
CC(C)c1ccc(NC(=S)NNC(=O)C2CC2)cc1
→ -1 | -60 | 1 | 1.6 | -1.4 | 3 | 0.97 | -3 | -5

Bioassay records: PubChem, Sanford-Burnham Center for Chemical Genomics
